APJ ag: activates the human apelin receptor APJ; CHO-K1 APJ PathHunter beta-arrestin, luminescence; 0% DMSO wells, 100% apelin; P35414; activation, % at 20 µM; 0.11% of 330,000 active;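 active means activation more than six SD over the plate average, tested at 20 µM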;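 further: 0% = DMSO alone and 100% = apelin-13 at 10 nM; some results filed as inactive read as strong as hits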
Target sequence (P35414 whole entry, looked up): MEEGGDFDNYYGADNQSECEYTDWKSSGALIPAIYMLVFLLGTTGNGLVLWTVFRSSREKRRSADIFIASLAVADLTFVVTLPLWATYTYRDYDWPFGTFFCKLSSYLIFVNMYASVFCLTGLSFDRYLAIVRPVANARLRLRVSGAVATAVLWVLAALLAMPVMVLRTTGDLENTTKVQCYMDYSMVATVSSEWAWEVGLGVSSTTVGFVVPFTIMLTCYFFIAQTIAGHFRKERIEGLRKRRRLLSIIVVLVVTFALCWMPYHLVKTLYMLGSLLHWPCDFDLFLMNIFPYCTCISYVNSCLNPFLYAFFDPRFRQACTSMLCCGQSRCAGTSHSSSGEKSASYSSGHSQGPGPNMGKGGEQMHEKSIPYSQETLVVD
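Test system: CHO-K1 APJ beta-arrestin complementation cell line. Amount: cell density 1000 per well. Controls: DMSO negative, 10 nM Apelin-13 positive. Signal: luminescent beta-gal fragment complementation, chemiluminescent substrate. Read-out basis: agonist-driven arrestin binding to APJ. Timing: compound stimulation 90 min at 25 °C, detection 60 min.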
TIM10 inh: inhibits growth of TIM10 yeast strain; S. cerevisiae TIM10 strain growth, BacTiter-Glo luminescence, 24 h; AID 463195; inhibition, % at 10 µM; 1.4% of 330,000 active;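 active means inhibition of 40% or more at the single tested concentration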;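 further: wild-type TIM10 isogenic control strain grown at permissive 25 °C; 0% = DMSO yeast wells and 100% = minimal medium wells without yeast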
UPR XBP1 act: activators of adaptive arm of unfolded protein response (XBP1). CHO-XBP1 luciferase reporter, IRE1-XBP1 UPR activation, luminescence; percent of tunicamycin response, DMSO as zero. activation, % at 20 µM. 0.33% of 330,000 active. AID 463104;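 active means versus positive control, 20 µM dose yields 30% or more activation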;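 further: 100% = tunicamycin at 10 µg/mL and 0% = DMSO only wells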
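Material: IRE1-XBP1 luciferase reporter CHO line / Quantity: one thousand reporter cells per well / Buffer or medium: F12 with 10% serum / Compound: 20 µM single concentration, DMSO 1% / Times: 6 h treatment, 37 °C / Detection: Steady-Glo luciferase glow luminescence, 10 min after reagent addition / Benchmarks: tunicamycin high, DMSO low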
Mdm2-MdmX inh: inhibitors of human Mdm2/MdmX interaction. O15151+Q00987. SaOS-2 split-luciferase Mdm2/MdmX complementation, luminescence. inhibition, % at 8 µM. 3% of 330,000 active;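 active means inhibition of at least 50% at 8 µM in the primary screen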
NALP3 yeast inh: blocks the NALP3 inflammasome reconstituted in yeast. Yeast reconstituted NLRP3/ASC/caspase-1, beta-gal luminescence, 24 h. inhibition, % at 10 µM. 0.39% of 330,000 active. AID 2825;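 active means inhibition of 50% or more; inactive means inhibition below 50%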;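 further: plate controls were induced DMSO wells for no effect and uninduced yeast grown without galactose for full effect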
NR3A LBD binder: NR3A (human) ligand-binding domain modulation | NR3A LBD differential scanning fluorimetry, Tm shift; 0% = protein alone, 100% = glycine-bound protein | Tm shift relative to glycine control, % at 25 µM | 2.5% of 340,000 active;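 active means melting temperature shift of at least 10% of the positive control shift, at one fixed dose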
tim10-1 inh: tim10-1 yeast growth inhibition. AID 463190. 2.2% of 330,000 active. inhibition, % at 20 µM. S. cerevisiae tim10-1 ts strain growth, BacTiter-Glo, 24 h;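 active means inhibition of at least 40%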;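 further: mutant grown at 25 °C; 0% = DMSO wells with yeast and 100% = wells holding no yeast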
UPR CHOP act: activators of apoptotic arm of unfolded protein response (CHOP); CHO-CHOP luciferase reporter, UPR activation, luminescence; percent of tunicamycin response over DMSO baseline; activation, % at 10 µM; 0.34% of 330,000 active;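 active means at 10 µM dose, activation of 40% or more, normalized to positive control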;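 further: 100% = tunicamycin at 10 µg/mL and 0% = DMSO alone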
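System: CHO-CHOP luciferase reporter cell line | Buffer or medium: F12 medium containing 10% fetal bovine serum | Doses: One dose, 10 µM in 0.5% DMSO | Times: 6 h compound exposure at 37 °C after overnight seeding | Signal: Luciferase luminescence | Read-out: % activation vs tunicamycin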
tim23-1 inh: tim23-1 yeast growth inhibition | S. cerevisiae tim23-1 growth, BacTiter-Glo luminescence, 24 h | inhibition, % at 20 µM | 1.3% of 330,000 active;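 active means growth inhibition of the mutant yeast at or above 50%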;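 further: temperature-sensitive mutant grown at 25 °C; plate controls were DMSO-treated mutant yeast for no effect and medium wells lacking yeast for full effect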
* = called active by the depositor; / = not tested or not shown.

SMILES | APJ ag | TIM10 inh | UPR XBP1 act | Mdm2-MdmX inh | NALP3 yeast inh | NR3A LBD binder | tim10-1 inh | UPR CHOP act | tim23-1 inh
COc1ccccc1CN1C[C@@H]2C[C@@H](c3ccc4nsnc4c3)N3CCC[C@@]23C1=O | -1 | 16 | -2 | -1 | 16 | -2 | 21 | 1.9 | 17
CCOC(=O)C1(Cc2ccccc2)CCCN(C(=O)c2cnn(CC)c2)C1 (stereo not given) | -1 | -17 | -3 | -79 | 7 | 3 | 22 | 7.5 | 2
COc1cc2c(=O)n(CCC(=O)NCC3CCCO3)c(=O)n(CC(=O)Nc3ccc(F)cc3)c2cc1OC (stereo not given) | -1 | 3 | 1 | 11 | 19 | -2 | 8 | -1.8 | 6
CCCCCC1CCC(c2nnc(SCC(C)=O)o2)CC1 (stereo not given) | 1 | 39 | -2 | 15 | 17 | 2 | 42* | 1.7 | 44
Cc1ccc(-c2ccc(/C=N/NC(=O)c3ccccc3O)o2)cc1 | -5 | -7 | 0 | 16 | 1 | / | -14 | 2.0 | -12
COc1ccc(S(=O)(=O)Nc2ccccc2C(=O)NCc2cccnc2)cc1OC | 0 | 0 | 0 | 19 | 24 | 1 | 12 | 1.9 | 14
COc1ccc(CCNC(=O)c2cc(-c3cc(C)c(C)cc3O)n[nH]2)cc1OC | -3 | 7 | 0 | -1 | 8 | -4 | 7 | 1.7 | 0
CC(C)(C)c1ccc(OCC(=O)NCc2ccco2)c(Br)c1 | -1 | 34 | 5 | 5 | 27 | -6 | 34 | 2.4 | 56*
CCCn1nnc(NC(=O)COc2cc(C)ccc2C(C)C)n1 | -1 | -6 | 1 | 24 | 32 | 7 | 14 | -0.2 | 40
CN1CCN(CC(O)COCc2ccc3c(c2)OCO3)CC1 (stereo not given) | -6 | -9 | -2 | 9 | -12 | 4 | -16 | -1.9 | -18
CC(C(=O)N1CCc2ccccc21)N1CCN(S(=O)(=O)c2cccs2)CC1 (stereo not given) | -2 | 16 | 1 | 4 | 20 | -1 | 34 | -1.8 | 26
OC1CCN(c2c3c(nc4cc(-c5cccc(F)c5)nn24)CCCC3)CC1 | 0 | 15 | 2 | 10 | 7 | -3 | 41* | 1.6 | 51*
CCOC(=O)c1cnc(SCC(=O)N2CCc3ccccc32)nc1N | -5 | -12 | 4 | 20 | 10 | / | -21 | 2.6 | -16
Cc1ccc(C(=O)N/C(=C/C=C/c2ccccc2)C(=O)NCc2ccco2)cc1 | -4 | 1 | -2 | -9 | 13 | -1 | -1 | 9.2 | 2
Cc1cc(Cl)ccc1Oc1nc(-c2ccccc2)ncc1S(C)(=O)=O | -5 | -18 | 0 | 43 | 14 | -2 | 7 | -2.2 | 1
COc1cc2c(cc1OC)CN(C(=O)c1ccc(OC)c(S(=O)(=O)N3CCCC3)c1)CC2 | 2 | 8 | -3 | -12 | 21 | -2 | 16 | 0.8 | 16
COc1cc2c(cc1OC)C(c1cc3cc4c(cc3[nH]c1=O)OCO4)N(C(=O)C1CC1)CC2 (stereo not given) | -2 | 5 | 0 | -1 | 8 | -5 | 2 | -2.2 | 19
Brc1ccccc1-c1nnc(-c2cccnc2)o1 | 0 | 5 | 1 | -40 | 28 | 0 | 12 | 4.0 | 10
COC(=O)C(Cc1ccc(O)cc1)N1Cc2ccccc2C1=O (stereo not given) | -3 | 12 | 3 | -41 | -4 | 0 | -4 | 6.1 | 21
O=C(NCCc1ccc(Cl)cc1)c1cc2ccccn2n1 | -2 | 1 | 1 | -13 | 39 | -2 | -20 | 3.5 | 32
COc1ccc(C[C@H]2CN3C(=NC[C@@H]3Cc3ccccc3)N2C[C@H](C)NC(=O)CCC2CCCCC2)cc1 | 1 | 17 | 4 | 68* | 32 | / | 12 | 4.1 | 9
COc1ccccc1C1NC(=O)NC(C)=C1C(=O)Nc1cccc(C)c1C (stereo not given) | -2 | -8 | -1 | 4 | 4 | 0 | 11 | -0.9 | -11
Cc1cc2cc(CNC(=O)c3cccc([N+](=O)[O-])c3)ccc2[nH]1 | -2 | -22 | -3 | -1 | 7 | -3 | -2 | -1.3 | 3
CN(CC(=O)Nc1cccc(F)c1)C(=O)c1ccc(OCc2ccccc2)cc1 | -3 | -2 | -4 | 20 | 14 | -5 | -4 | 4.0 | 0
CC(Oc1ccccc1F)C(=O)NNC(=O)CCS(=O)(=O)c1ccccc1Cl (stereo not given) | -4 | -3 | -2 | 21 | 5 | -2 | 1 | 0.4 | -13
C/C(=C\c1ccc2c(c1)OCO2)C1Nc2cccc3cccc(c23)N1 | 6 | 22 | 3 | 12 | 5 | -3 | 31 | 3.6 | 52*
Cc1ccc(NC(=S)NC(NC(=O)c2ccco2)C(Cl)(Cl)Cl)cc1 (stereo not given) | 0 | -12 | -3 | 26 | 19 | 6 | 14 | 1.9 | 3
CCc1nn(CC(=O)NC(C)CCc2ccccc2)c(=O)c2cc3cc(F)ccc3n12 (stereo not given) | -1 | 2 | -3 | 55* | 16 | -2 | 2 | -0.7 | -16
COC(=O)C1CCN(C(=O)COC(=O)[C@@H]2CC(O)CN2S(=O)(=O)c2ccc3c(c2)OCCO3)CC1 (stereo not given in full) | -1 | 17 | 0 | 20 | -1 | -4 | 10 | 0.7 | 20
COc1ccc(O)c(CN2CCCC(C(=O)Nc3cccc(-n4cccn4)c3)C2)c1 (stereo not given) | 9 | 15 | -2 | 18 | -5 | 2 | 17 | -3.0 | 9
Cc1ccc(Cn2c(SCc3cccnc3)nc3c2c(=O)n(C)c(=O)n3C)cc1 | -1 | 17 | 3 | 7 | 9 | 1 | 10 | 1.7 | 15
COCC(=O)N1CCC(Oc2ccc(C(=O)NCc3csc(C(C)C)n3)cc2)CC1 | -2 | 9 | -1 | 1 | 3 | 1 | 21 | 2.7 | 12
Cc1cc(NC(=O)C(C)Oc2ccc(Cl)cc2Cl)no1 (stereo not given) | 0 | 19 | 2 | 24 | 27 | -5 | -3 | 3.1 | 25
CCN(CC(=O)Nc1ccc([N+](=O)[O-])cc1OC)c1ccccc1 | -1 | -11 | 1 | 10 | 30 | 1 | 3 | 0.7 | 20
NS(=O)(=O)c1ccc(CCNC(=O)COC(=O)C2CCC2)cc1 | 2 | 1 | -2 | -19 | 5 | 0 | 18 | -0.9 | 5
COc1ccc(N2C(=O)/C(=C/N(C)C)NC2=S)cc1 | -1 | -12 | 1 | 1 | 8 | -2 | -2 | -0.4 | 1
O=C(c1ccc(F)cc1)C1CCN(C(=S)Nc2ccccc2Cl)CC1 | -1 | 3 | -3 | 17 | 13 | 0 | 10 | -0.2 | 14
Cc1ccc2nc(Nc3ccc(C)c(Cl)c3)c3nncn3c2c1 | 0 | -9 | 19 | 25 | 23 | 0 | 33 | 3.6 | 27
COc1cc(NC(=O)c2ccccc2-c2ccccc2)cc(OC)c1OC | -2 | -1 | -2 | 25 | 21 | / | 7 | -0.2 | 23
COc1ccc(OCC(=O)NCCC2=CCCCC2)c([N+](=O)[O-])c1 | -1 | 16 | 2 | -23 | 37 | 4 | 17 | -0.2 | -9
O=C(NCC(c1ccco1)N1CCCCC1)c1ccc(NS(=O)(=O)c2ccc(F)cc2)cc1 (stereo not given) | 4 | -2 | -2 | 4 | 3 | -2 | 8 | 0.0 | 14
O=C1C=C(Nc2ccc(Cl)cc2Cl)CC(c2ccco2)C1 (stereo not given) | -2 | -9 | 2 | 51* | 4 | -1 | 24 | 0.9 | 34
Cc1snnc1C(=O)NC(=S)Nc1ccccc1 | -6 | 17 | 1 | -5 | 15 | -3 | 16 | 0.5 | 11
O=C(CC1CCCC1)N1CCN(S(=O)(=O)c2ccccc2)CC1 | 1 | 3 | 4 | 26 | 18 | -3 | 16 | 0.8 | 15
O=C1CCC(C(=O)N2CCCCCC2)CN1Cc1cccc(C(F)(F)F)c1 (stereo not given) | 3 | 0 | -2 | 12 | -2 | 0 | 14 | 3.8 | 25
Cc1ccc(C)c(Nc2c(F)c(F)c(F)c(F)c2C(=O)O)c1 | 1 | -3 | -4 | 1 | 1 | -2 | -3 | -1.0 | 14

Exported as a markdown table: part of the list above.
| structure | APJ ag | TIM10 inh | UPR XBP1 act | Mdm2-MdmX inh | NALP3 yeast inh | NR3A LBD binder | tim10-1 inh | UPR CHOP act | tim23-1 inh |
| --- | --- | --- | --- | --- | --- | --- | --- | --- | --- |
| CCOC(=O)c1cnc(SCC(=O)N2CCc3ccccc32)nc1N | -5 | -12 | 4 | 20 | 10 | / | -21 | 2.6 | -16 |
| Cc1ccc(C(=O)N/C(=C/C=C/c2ccccc2)C(=O)NCc2ccco2)cc1 | -4 | 1 | -2 | -9 | 13 | -1 | -1 | 9.2 | 2 |
| Cc1cc(Cl)ccc1Oc1nc(-c2ccccc2)ncc1S(C)(=O)=O | -5 | -18 | 0 | 43 | 14 | -2 | 7 | -2.2 | 1 |
| COc1cc2c(cc1OC)CN(C(=O)c1ccc(OC)c(S(=O)(=O)N3CCCC3)c1)CC2 | 2 | 8 | -3 | -12 | 21 | -2 | 16 | 0.8 | 16 |
| COc1cc2c(cc1OC)C(c1cc3cc4c(cc3[nH]c1=O)OCO4)N(C(=O)C1CC1)CC2 (stereo not given) | -2 | 5 | 0 | -1 | 8 | -5 | 2 | -2.2 | 19 |
| Brc1ccccc1-c1nnc(-c2cccnc2)o1 | 0 | 5 | 1 | -40 | 28 | 0 | 12 | 4.0 | 10 |
| COC(=O)C(Cc1ccc(O)cc1)N1Cc2ccccc2C1=O (stereo not given) | -3 | 12 | 3 | -41 | -4 | 0 | -4 | 6.1 | 21 |
| O=C(NCCc1ccc(Cl)cc1)c1cc2ccccn2n1 | -2 | 1 | 1 | -13 | 39 | -2 | -20 | 3.5 | 32 |
| COc1ccc(C[C@H]2CN3C(=NC[C@@H]3Cc3ccccc3)N2C[C@H](C)NC(=O)CCC2CCCCC2)cc1 | 1 | 17 | 4 | 68* | 32 | / | 12 | 4.1 | 9 |
| COc1ccccc1C1NC(=O)NC(C)=C1C(=O)Nc1cccc(C)c1C (stereo not given) | -2 | -8 | -1 | 4 | 4 | 0 | 11 | -0.9 | -11 |
| Cc1cc2cc(CNC(=O)c3cccc([N+](=O)[O-])c3)ccc2[nH]1 | -2 | -22 | -3 | -1 | 7 | -3 | -2 | -1.3 | 3 |

Rows are unselected (roughly 8.2% active in at least one column).
